yeast mec2-1 = NCI yeast anticancer drug screen, S. cerevisiae mec2-1 strain; % growth inhibition at 50 µM; 9% of 79,000 active; AID 157;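 further: 0% = growth of vehicle-only cultures of the same strain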
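Readout is yeast growth inhibition, normalised to vehicle-treated controls, in the mec2-1 strain exposed to compound.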
mlh1 rad18 = NCI yeast anticancer drug screen, S. cerevisiae mlh1 rad18 strain; growth inhibition, % at 50 µM; 11% of 79,000 active;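 further: 0% = growth of vehicle-only cultures of the same strain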
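Vehicle-treated cultures served as the reference for growth inhibition in a yeast strain carrying DNA damage repair alterations exposed to each compound.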
yeast cln2 rad14 = NCI yeast anticancer drug screen, S. cerevisiae cln2 rad14 strain | % growth inhibition at 50 µM | AID 165 | 8.3% of 78,000 active;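 further: 0% = growth of vehicle-only cultures of the same strain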
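Growth of compound-exposed yeast (cln2 rad14 genotype) measured and expressed as inhibition relative to vehicle.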
yeast rad50 = NCI yeast anticancer drug screen, S. cerevisiae rad50 strain. % growth inhibition at 50 µM. 10% of 79,000 active. AID 155;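 further: 0% = growth of vehicle-only cultures of the same strain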
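DNA repair mutant yeast, compound exposure, growth read-out; inhibition is taken relative to vehicle.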
sgs1 mgt1 = NCI yeast anticancer drug screen, S. cerevisiae sgs1 mgt1 strain; % growth inhibition at 50 µM; 10% of 78,000 active;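 further: 0% = growth of vehicle-only cultures of the same strain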
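Read-out: growth inhibition vs vehicle controls. Cells: mutant yeast strain deficient in DNA damage repair.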
yeast bub3 = NCI yeast anticancer drug screen, S. cerevisiae bub3 mutant strain; % growth inhibition at 50 µM; 9.9% of 78,000 active; AID 167;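 further: 0% = growth of vehicle-only cultures of the same strain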
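Growth of a checkpoint-deficient yeast mutant is measured after compound exposure. Values represent inhibition relative to vehicle.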
The depositor's hits bear a star; x = not tested or not shown; ! = not confirmed by another sample. No stated cut-off is given here; in the data, active means growth inhibition above about 70%; inactive means the rest.

Molecule,yeast mec2-1,mlh1 rad18,yeast cln2 rad14,yeast rad50,sgs1 mgt1,yeast bub3
C[Si](C)(C)O[C@@H]1CCCC1N (stereo not given in full),13,-22,-6,11,2,4
O=C(/C=C/c1ccc(O)c(O)c1)OC1CC(O)(C(=O)O)CC(O)C1O (stereo not given),6,18,11,5,8,-3
CN/N=C(\C(=O)Nc1ccc(C)c(C)c1)C(C(=O)OC)c1nc2ccc([N+](=O)[O-])cc2[nH]c1=O (stereo not given),3,-18,19,-43,-19,-1
CCCN=C(N)NC#N,1,15,8,17,-2,-17
Cc1nnn2ccccc12,5,10,2,1,-7,0
Nc1ccccc1-c1nnc(-c2ccccc2)o1,-3,19,5,-12,-14,-6
N#CCCOCC(OCCC#N)C(OCCC#N)C(OCCC#N)C(COCCC#N)OCCC#N (stereo not given),-15,-13,6,-10,-13,7
O=C(c1ccccc1Cl)N1CCN(c2ccccc2)CC1,-3,-7,-28,13,0,10
CC(C)(C)c1ccc(-n2c3nc(=O)n(-c4ccccc4C(F)(F)F)c(=O)c-3cc3ccccc32)cc1,50,66,60,59,61,47
N#CCCN(CCC#N)Cc1ccc2c(O)c(CN(CCC#N)CCC#N)ccc2c1O,7,4,-2,24,3,0
CCCCCCCCCCCC(=O)OCCSC#N,0,0,-21,-7,-2,0
CC(=O)Nc1ccc(NC(=O)/C=C/c2ccccc2)cc1,2,46,-4,-4,13,-1
COC(=O)C1CC(=C(C)C)CCC1=O (stereo not given),2,-2,11,11,0,9
COc1ccc(C2C(Cl)C(=O)N2n2cnc3ccccc3c2=O)cc1 (stereo not given),26,4,26,25,19,15
O=C1CCC2=C(CCCCCCCCCC2)N1c1ccccc1,61,29,-3,18,56,44
N#CC(F)(F)C(F)(F)C(F)(F)C(F)(F)C(F)(F)C(F)(F)C(F)(F)F,-19,-5,-22,34,-11,-15
CC(=O)/C(=C/N1CC(=O)NC1=S)C(=O)Nc1ccccc1,-23,2,0,-22,-31,-33
CN(CCc1ccccn1)c1ccc2c(c1)C(=O)c1ccccc1-2,13,10,-13,47,-2,-3
Cc1ccc(NN)cc1,41,80*,21,84*,70*,53
Cc1cccc(Nc2nnc(Nc3cccc(C)n3)c3ccccc23)n1,-4,4,-4,-2,-3,-4
c1cc(Nc2ccc3ccccc3c2)cc(Nc2ccc3ccccc3c2)c1,-16,1,-18,-5,-6,7
CC(C)C1=CC23CCC4C(C)(C(=O)O)CCCC4(C)C2CC1C1C(=O)OC(=O)C13 (stereo not given),100*,99*,98*,100*,100*!,99*
OCC1C2C=CC1CC2 (stereo not given),-2,-3,-1,-1,15,12
C/C(CC(=O)Nc1ccc(Cl)c(Cl)c1)=N/NC(=O)C[n+]1ccccc1,5,29,-20,17,7,6
COc1ccc(C(=O)c2ccc([N+](=O)[O-])cc2)c(OC)c1,4,-13,-24,-11,-14,16
CCCCCCCCNCC(=O)O,-22,-13,3,-20,-5,-13
O=C1NNC(=O)C2C3c4ccccc4C(c4ccccc43)C12 (stereo not given),2,4,22,4,-1,-11
Nc1ccccc1S(=O)(=O)Nc1ccccc1,19,21,-10,31,12,-28
CC1CC(N)=NC1C(=O)NCCC#N (stereo not given),3,67,72*,11,64,63
CN(C)c1ccc(/C=C\c2cccc[n+]2C)cc1,-36,-15,-14,-39,-30,-17
CCCOC(=O)c1ccnc(C(=O)OCCC)c1,5,-14,-16,5,-1,-10
CCOC(=O)Cc1nc2ccccc2[nH]c1=O,-12,-17,0,25,1,-6
COc1ccc2c3c1OCCC3(C#N)C(CC#N)CC2 (stereo not given),5,52,15,32,-1,13
COc1ccc(Nc2cc[nH]c(=O)c2NC(C)=O)cc1,5,21,15,21,32,10
O=C(Cc1ccc(NC(=O)c2ccccc2)cc1)c1ccccc1,-3,19,-9,19,2,27
NC(N)=N/N=C(/c1ccccc1)c1ccc(O)cc1O,-16,14,10,20,-8,-49
COC(SC)(SC)c1cc(-c2c(Cl)cccc2Cl)no1,-8,-4,4,-7,-3,28
CC(=O)OC1COC(n2cnc3c(=O)[nH]cnc32)C(OC(C)=O)C1OC(C)=O (stereo not given),7,3,22,9,8,-3
O=C1c2ccccc2C(=O)N1C1CC(c2ccccc2)Oc2ccccc21 (stereo not given),-8,-8,-50,-2,4,-15
COC1CCC(CCNC(N)=O)CC1OC (stereo not given),19,22,1,19,12,46
C[N+]1(Cc2ccccc2)CCC(=O)CC1,-13,-14,-13,4,-7,11
C(=N\c1nc2ccccc2s1)/c1cccs1,-34,-19,-6,-16,-15,3
CCn1c(=O)c2nc(SC)sc2n(-c2ccccc2)c1=S,44,22,30,12,50,59
CCN(CC)C(=S)SCCC(N)=O,-14,-1,9,-12,-3,-1
Cc1ccc(S(=O)(=O)OCCN(CCOS(=O)(=O)c2ccc(C)cc2)c2cccc([N+](=O)[O-])c2)cc1,9,21,22,23,8,0
Cc1ccc(S(=O)(=O)N2CCC(O)(c3ccccc3)CC2)cc1,-36,-3,x,-3,x,x
COc1cc2c(cc1OC)CC1c3cc(OC)c(OC)cc3CCN1CC2 (stereo not given),9,1,-5,11,-36,-36
COc1ccc(COCc2ccc(OC)c(OC)c2)cc1OC,-13,8,3,0,-4,5

Some entries already given, reduced to yeast rad50:
Structure,yeast rad50
Cc1ccc(S(=O)(=O)N2CCC(O)(c3ccccc3)CC2)cc1,-3
C(=N\c1nc2ccccc2s1)/c1cccs1,-16
COc1ccc(COCc2ccc(OC)c(OC)c2)cc1OC,0
COc1cc2c(cc1OC)CC1c3cc(OC)c(OC)cc3CCN1CC2 (stereo not given),11

Reformatted with each value named: part of the list above
> CCn1c(=O)c2nc(SC)sc2n(-c2ccccc2)c1=S
- yeast mec2-1 = 44
- mlh1 rad18 = 22
- yeast cln2 rad14 = 30
- yeast rad50 = 12
- sgs1 mgt1 = 50
- yeast bub3 = 59
> CCN(CC)C(=S)SCCC(N)=O
- yeast mec2-1 = -14
- mlh1 rad18 = -1
- yeast cln2 rad14 = 9
- yeast rad50 = -12
- sgs1 mgt1 = -3
- yeast bub3 = -1
> Cc1ccc(S(=O)(=O)OCCN(CCOS(=O)(=O)c2ccc(C)cc2)c2cccc([N+](=O)[O-])c2)cc1
- yeast mec2-1 = 9
- mlh1 rad18 = 21
- yeast cln2 rad14 = 22
- yeast rad50 = 23
- sgs1 mgt1 = 8
- yeast bub3 = 0
> Cc1ccc(S(=O)(=O)N2CCC(O)(c3ccccc3)CC2)cc1
- yeast mec2-1 = -36
- mlh1 rad18 = -3
- yeast cln2 rad14 = x
- yeast rad50 = -3
- sgs1 mgt1 = x
- yeast bub3 = x

The list continues.
Molecule,yeast mec2-1,mlh1 rad18,yeast cln2 rad14,yeast rad50,sgs1 mgt1,yeast bub3
CSCCC(NCCC(=O)O)C(=O)O (stereo not given),-2,-5,-14,-10,-24,-2
COc1nc(COC(=O)NC(C)C)c(COC(=O)NC(C)C)n1C,-13,16,-22,-18,-8,-2
C#CCN(Cc1ccc2nc(-c3ccccc3)c(Cl)nc2c1)c1ccc(Cl)c(Cl)c1,-6,-18,-37,-15,-2,-16
OC(C1CCCCN1)C1CC(c2ccccc2)Nc2c(Cl)cc(Cl)cc21 (stereo not given),100*,99*,99*,99*,99*,50
OC(CCl)COc1c(Cl)c(Cl)c(Cl)c(Cl)c1Cl (stereo not given),5,14,-33,-1,93*,11
CCCCc1c(CCC)c(=O)[nH]c2ccccc12,-1,6,7,6,10,-5
COc1ccc(/C=N/N2CN(C(CC(N)=O)C(=O)O)P(Nc3ncccn3)N=C2N)cc1OC (stereo not given),-4,8,-21,8,0,7
C=CCNC(=S)Nc1cccc(OC(=O)NC2CCCCC2)c1,2,-5,-20,0,4,14
Nc1nnc2nc(CC(=O)c3ccccn3)/c(=C/C(=O)c3ccccn3)n12,-14,-23,-43,-7,-3,-27
CC1=C(S(=O)(=O)O)C(=O)c2ccccc2C1=O,25,55,-24,-3,43,54
COc1ccc(-c2sc(/N=C/c3cc(OC)c(OC)c(OC)c3)c(C#N)c2C)cc1OC,33,38,-15,36,43,11
O=C(/C=C\c1ccc(O)cc1)c1ccccc1,-14,14,9,16,46,30
OCC(CO)(CO)NCCCNC(CO)(CO)CO,-1,-5,10,-5,-15,7
N/N=C(\C(=O)Nc1ccc([N+](=O)[O-])cc1)C(C1=Nc2cc([N+](=O)[O-])ccc2NC1)[N+](=O)[O-] (stereo not given),12,17,-41,35,13,5
O=C(Nc1cccc(O)c1)Nc1ccc(Cl)cc1[N+](=O)[O-],99*,98*,97*,98*,99*,83*
CCCCNC(=O)NC/C(Br)=C/Br,5,-5,-4,2,1,2
COC(=O)c1c(-c2ccccc2)cn(C)c1C,10,-6,6,17,13,7
Cc1ccc(-c2n[nH]c(CC#N)n2)cc1,2,19,-13,6,-5,-2
Cc1cc(OC(=O)c2ccc(N)cc2)ccc1C1=NCC(C)S1 (stereo not given),20,0,-3,39,38,8
CC(C)(CBr)CC(=O)NC1CCCCC1,6,50,2,-22,3,10
Clc1ccc(-c2c(C3=NCCCN3)nnn2-c2ccc(Cl)cc2)cc1,-18,-26,12,-17,-11,-4
CCOC(=O)CCCOc1ccccc1,-3,20,8,24,-10,16
CC(=O)CC(=O)Nc1cc(C(F)(F)F)ccc1Cl,-26,3,0,15,-19,-6
O=C1c2ccccc2-c2nnc(-c3ccc(Cl)cc3)cc21,-14,-18,-17,-29,-18,-24
O=CNc1ccc2c(c1)Cc1cc(NC=O)ccc1-2,35,74*,-7,91*,91*,8
NN1CCN(CCO)CC1,-40,22,12,0,-3,-4
COc1ccc(I)c([N+](=O)[O-])c1,-23,-10,x,-5,x,x
COc1ccc2c(c1)OCC1=C2Oc2ccccc2C1,99*,99*,99*,98*,99*,98*
CC1(C)CC(C)(OC(=O)c2ccc([N+](=O)[O-])cc2)[N+]([O-])=N1 (stereo not given),10,-14,0,1,-1,-20
COc1cc(C(=O)OCCOC(=O)c2ccc(O)c(OC)c2)ccc1O,14,40,-26,45,25,52
C#CC(C)(CC)OC(=O)Nc1ccccc1 (stereo not given),-20,-2,-20,4,-17,-23
Cc1ccc(S(=O)(=O)CCS(C)(=O)=O)cc1,2,-11,22,0,13,-14
NC(=S)N=Nc1c(O)cc(Nc2ccc(Cl)cc2Cl)c2ccccc12,-15,-21,-7,-46,-31,-10
FC(F)(F)c1cccc(CCCl)c1,-23,-4,-21,-17,-12,-4
O=C1C=C(Cl)C(=O)c2ccccc21,99*,99*,99*,99*,99*,99*
COc1ccc(CSC(=S)Nc2ccc(Cl)cc2Cl)cc1,99*,99*,99*,99*,99*,99*
Cc1ccc(P(P(c2ccccc2)c2ccccc2)P(c2ccccc2)c2ccccc2)cc1,45,4,-30,13,25,6
O=C(O)C(/C=C/c1ccccc1)=N\O,3,1,-7,2,-2,1
c1ccc2c(c1)CCc1ccccc1N2,14,-3,6,2,-29,15
O=S(=O)(OCCCl)OCCCl,-10,21,13,47,21,-24
Cc1cc2ccccc2c[n+]1CC(=O)c1ccc([N+](=O)[O-])cc1,32,52,-2,-4,62,7
CCn1c2ccccc2c2ccc(C3C(C(=O)OC)=C(C)NC(C)=C3C(=O)OC)cc21,76*,85*,83*,79*,81*,85*
Cc1ccc2c(=O)[nH]cnc2c1,-23,-2,-8,-10,4,2
O=C1OC2(c3ccc(O)cc3Oc3cc(O)ccc32)C2C3C=CC(C3)C12 (stereo not given),-11,25,29,7,12,14
O=C(N/C(=C/c1ccc(Cl)cc1)c1nc2ccccc2c(=O)n1Nc1ccc([N+](=O)[O-])cc1[N+](=O)[O-])c1ccccc1,-5,-18,0,-19,-20,-22
O=c1c2cnccc2cc2c3ccccc3ccn12,42,64,75*,92*,7,2
CCCCCCCCCCCCCCC[C@@H](O)C[N+](C)(C)CCO,93*,92*,89*,91*,90*,87*
COC12C=CC(CC1)C1C(=O)C=CC(=O)C12 (stereo not given),-31,-21,-39,-36,-5,-24
N/N=C1\CC2C3CC4(OCCO4)C4C3CC2C14 (stereo not given),-5,0,7,2,2,-8
O=C(C(=O)c1ccccc1)c1ccccc1,-1,-1,-22,9,12,10
CCOC(=O)/C(C#N)=C\c1ccc([N+](=O)[O-])o1,99*!,99*!,99*!,99*!,99*!,99*!
CN(C)/N=N/c1nc(Cc2ccccc2)[nH]c1C(N)=O,95*,99*,93*,99*,99*,96*
C=CCN(CC=C)CCNc1cc(C)nc(Nc2nc3ccc(Cl)cc3[nH]2)n1,50,92*,82*,91*,93*,25
Cn1cnc2ncnc(NCc3ccccc3Cl)c21,-1,-12,-38,2,-1,7
